Screening results: PubChem BioAssay, several laboratories
PriA SSB inh: K. pneumoniae PriA-SSBct interaction inhibition. AlphaScreen SSBct-PriA binding, biotinylated peptide. inhibition, % at 33 µM. hit rate 0.6% among 430,000; in the data active means inhibition mostly above about 37%, no sharp cut-off; inactive means mostly below about 20%;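 further: plate controls were negative control peptide for no effect and reference peptide for full effect; strong numbers were not always called active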
CCHF vOTU inh: blocks the CCHF virus ovarian tumor domain protease; CCHFV vOTU protease, Pep-AMC fluorescence; inhibition, % at 11.5 µM; hit rate 0.55% among 370,000; AID 651958; in the data active means inhibition above about 30%; further: 0% = vehicle wells with enzyme and 100% = no enzyme wells
MazEF act: activators of E. coli MazEF toxin-antitoxin RNase | P0AE70 | FAM/BHQ RNA-DNA oligo cleavage fluorescence, 5 h | activation, % at 20 µM | hit rate 0.32% among 350,000 | AID 504720; in the data active means activation above about 50%
Vc quorum ag: inducers of Vibrio cholerae quorum light production without autoinducers | hit rate 0.16% among 350,000 | AID 588436 | activation, % at 18.7 µM | V. cholerae BH1578 lux reporter, luminescence, 6 h; in the data active means activation mostly above about 9.7%, no sharp cut-off; further: not every result past the cut was called active; inactives centre near 0; reference of the scale not given here
3CLpro inhibitor: SARS-CoV 3CLpro protease inhibition | P0C6X7 | recombinant SARS-CoV 3CLpro, quenched FRET peptide cleavage | inhibition, % at 6 µM | hit rate 0.14% among 290,000; in the data active means inhibition above about 12%
Y pestis TopoI: blocks Yersinia pestis topoisomerase I activity | Y. pestis Topo-I cleavage product accumulation, plate reader | activity, % at 10 µM | hit rate 0.064% among 360,000 | AID 504884; in the data active means activity above about 50%, passing the limit was not always enough; further: inactives centre near 2
Rv3671c protease: inhibits the M. tuberculosis serine protease Rv3671c; P9WHR9; inhibition, % at 5.96 µM; hit rate 0.048% among 320,000; AID 2606; in the data active means inhibition above about 38%;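 further: extracellular domain of Rv3671c used as enzyme; 0% = enzyme with DMSO and 100% = no enzyme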
VHR inh abs: inhibitors of human VHR1 phosphatase (DUSP3); AID 1654; inhibition, % at 13.3 µM; hit rate 0.52% among 290,000; recombinant VHR phosphatase, pNPP absorbance; P51452; in the data active means inhibition above about 50%; further: some compounds called inactive have numbers as strong as hits
TcdB inh: blocks C. difficile toxin B glycohydrolase activity; AID 652162; TcdB glycohydrolase enzymatic assay, plate reader; hit rate 0.24% among 350,000; inhibition, % at 9.99 µM; P18177; in the data active means inhibition above about 10%
PrPC TRFRET: reduces human prion protein on the cell surface; hit rate 0.43% among 370,000; P04156; cell surface PrPC, TR-FRET read-out; inhibition, % at 13.8 µM; in the data active means inhibition above about 24%; further: 0% = median of the test wells and 100% = reference compound wells
An asterisk follows results filed as active; i = inactive; . = not tested or not shown.

SMILES	PriA SSB inh	CCHF vOTU inh	MazEF act	Vc quorum ag	3CLpro inhibitor	Y pestis TopoI	Rv3671c protease	VHR inh abs	TcdB inh	PrPC TRFRET
Cc1ccccc1C(=NC(=O)c1ccccc1)c1ccccc1	-23.4	3.0	-3.1	-2.2	-2.1	1.2	4.7	13.0	.	-3.6
CC(=O)Nc1ccc2c3c(cccc13)C(=O)N(c1ccccc1)C2=O	3.5	-134.8	9.3	-1.9	2.3	-2.3	-3.6	21.9	-0.3	-25.3
Cc1ccc(OCc2nnc(SCC(=O)C(C)(C)C)n2Cc2ccco2)cc1	0.8	11.7	-0.9	-1.5	-0.1	29.9	-4.6	15.3	.	0.1
CC(C)c1ccc(CN(C(=O)C2COc3ccccc3O2)C2CCS(=O)(=O)C2)cc1 (stereo unspecified)	-18.5	7.8	-11.8	-2.2	-0.1	2.3	3.7	10.5	.	3.0
COc1ccc(C(=O)N[C@H](C(=O)Nc2sccc2C(N)=O)C(C)C)cc1	-6.6	15.0	9.6	-0.3	-7.6	12.5	-3.8	33.9	0.0	9.0
CCCCOc1ccc(S(=O)(=O)Nc2cccnc2)cc1	-24.8	-15.0	-4.8	-11.1	1.1	-5.6	-7.0	23.5	.	15.0
COc1ccc(C(=O)NCCc2nnc(SCC(=O)Nc3ccccc3F)n2C)cc1	-5.2	-10.1	-7.9	i	-2.8	-2.1	2.5	-6.4	1.2	0.1
CCN1CCN(CC(O)COc2ccc3c(C)cc(=O)oc3c2)CC1 (stereo unspecified)	-10.4	-30.1	0.2	2.1	0.6	-10.8	-3.8	-2.4	.	1.0
Cc1ccc(C)n1-c1ccc(N2CCOCC2)cc1	2.5	5.6	10.4	i	1.3	2.4	-2.6	-1.5	.	-13.2
CCOc1ccccc1C(=O)N1CCN(c2ccc(C(F)(F)F)cn2)CC1	-8.3	21.0	6.5	-0.3	-2.4	28.4	-5.8	-1.1	0.5	2.6
CCc1nc2c(OCc3cc(Cl)cc(Cl)c3)cccn2c1N(C=O)Cc1ccccc1	.	8.5	.	-0.7	.	23.5	.	.	-0.3	22.1
Cc1ccc(NS(=O)(=O)c2ccc(OCC(=O)N3CCOCC3)cc2)cc1	-6.6	6.4	8.8	-12.5	4.4	11.2	-1.5	24.0	.	3.8
Nc1ccc(NC(=O)c2ccccc2)c2c1C(=O)c1ccccc1C2=O	0.8	-3.5	-1.6	-0.4	-6.6	-16.7	1.6	16.4	.	-0.5
C[C@@H](C(=O)N[C@H](C(=O)O)c1ccccc1)n1nnc2ccccc2c1=O	3.1	2.1	-5.2	i	0.5	0.6	-3.1	-1.2	-0.5	-6.2
Cc1ccccc1Cn1c(C)nc2ccc([N+](=O)[O-])cc2c1=O	3.6	-3.7	21.9	0.0	-0.5	-15.0	0.3	10.8	0.9	-43.4
CCOc1cccc(=O)c2c(C)n(CC3CCCO3)c(C)c12 (stereo unspecified)	-1.4	7.8	17.0	5.9	-3.0	20.8	-9.2	-19.3	.	-1.1
CCn1c(CNC(=O)C23CC4CC(CC(C4)C2)C3)nnc1SC	-7.8	3.6	8.4	i	2.5	7.6	1.6	15.2	-1.0	7.7
CC(=O)c1ccc(S(=O)(=O)Nc2ccc(-n3c(C)nc4ccccc4c3=O)cc2)cc1	-0.9	-3.5	-5.0	i	.	-4.4	-7.1	.	1.3	4.3
c1ccc(CNc2nc3ccccc3n3cnnc23)nc1	-6.2	-0.4	6.9	-0.2	-1.2	9.6	-1.2	16.6	0.2	-0.8
COc1ccc(NC(=O)c2cn(CCC#N)nc2-c2cc3ccccc3o2)cc1	-17.2	4.5	1.2	-0.5	-0.7	5.6	-2.0	17.6	1.0	1.8

Full records, quoted from the list. Order of screens: PriA SSB inh, CCHF vOTU inh, MazEF act, Vc quorum ag, 3CLpro inhibitor, Y pestis TopoI, Rv3671c protease, VHR inh abs, TcdB inh, PrPC TRFRET
Nc1ccc(NC(=O)c2ccccc2)c2c1C(=O)c1ccccc1C2=O reads 0.8, -3.5, -1.6, -0.4, -6.6, -16.7, 1.6, 16.4, ., -0.5
Cc1ccccc1Cn1c(C)nc2ccc([N+](=O)[O-])cc2c1=O reads 3.6, -3.7, 21.9, 0.0, -0.5, -15.0, 0.3, 10.8, 0.9, -43.4

New compounds follow:
SMILES	PriA SSB inh	CCHF vOTU inh	MazEF act	Vc quorum ag	3CLpro inhibitor	Y pestis TopoI	Rv3671c protease	VHR inh abs	TcdB inh	PrPC TRFRET
O=C1CCc2cc(S(=O)(=O)N3CCCC3C(=O)N3CCN(c4ccccc4F)CC3)ccc2N1 (stereo unspecified)	-11.4	4.7	6.9	-0.4	1.1	-7.9	3.6	17.0	1.0	-3.2
Cc1ccc(-c2csc(N(CCO)CCCn3c(C(F)(F)F)nc4ccccc43)n2)cc1	0.6	15.2	-16.0	0.4	-2.7	-10.3	-1.1	25.1	-3.5	4.5
O=C(NNC(=O)c1cccc2ccccc12)c1ccc(Br)cc1	-6.3	-11.5	65.7*	-0.8	.	0.1	.	.	0.5	2.5
Cc1ccc(S[C@@H](CCN2CC[C@H](C(C)(C)C)CCC2=O)c2ccccc2)cc1	-6.1	22.2	-1.0	-0.4	-4.1	26.0	-5.7	12.7	1.0	1.0
O=C(CN1CCCC1)N1CCCC(c2ccc(F)cc2)c2ccc(F)cc21 (stereo unspecified)	-11.7	5.8	1.2	-0.6	-5.5	-7.5	-2.8	18.3	1.6	-10.3
Cc1cccc2c1cnn2C(=O)Nc1ccccc1Br	-0.8	-8.9	1.0	i	2.1	-5.6	-5.5	-6.7	1.0	0.0
O=S(=O)(Nc1ccc(C(F)(F)F)cc1)c1cccs1	1.8	-11.8	7.3	-0.4	2.8	-4.2	1.4	-8.1	1.3	4.8

In a second layout: entries from further up
molecule: O=C(CN1CCCC1)N1CCCC(c2ccc(F)cc2)c2ccc(F)cc21 (stereo unspecified)
  PriA SSB inh: -11.7; CCHF vOTU inh: 5.8; MazEF act: 1.2; Vc quorum ag: -0.6; 3CLpro inhibitor: -5.5; Y pestis TopoI: -7.5; Rv3671c protease: -2.8; VHR inh abs: 18.3; TcdB inh: 1.6; PrPC TRFRET: -10.3
molecule: Cc1cccc2c1cnn2C(=O)Nc1ccccc1Br
  PriA SSB inh: -0.8; CCHF vOTU inh: -8.9; MazEF act: 1.0; Vc quorum ag: i; 3CLpro inhibitor: 2.1; Y pestis TopoI: -5.6; Rv3671c protease: -5.5; VHR inh abs: -6.7; TcdB inh: 1.0; PrPC TRFRET: 0.0
molecule: Cc1ccc(S[C@@H](CCN2CC[C@H](C(C)(C)C)CCC2=O)c2ccccc2)cc1
  PriA SSB inh: -6.1; CCHF vOTU inh: 22.2; MazEF act: -1.0; Vc quorum ag: -0.4; 3CLpro inhibitor: -4.1; Y pestis TopoI: 26.0; Rv3671c protease: -5.7; VHR inh abs: 12.7; TcdB inh: 1.0; PrPC TRFRET: 1.0
molecule: Cc1ccc(-c2csc(N(CCO)CCCn3c(C(F)(F)F)nc4ccccc43)n2)cc1
  PriA SSB inh: 0.6; CCHF vOTU inh: 15.2; MazEF act: -16.0; Vc quorum ag: 0.4; 3CLpro inhibitor: -2.7; Y pestis TopoI: -10.3; Rv3671c protease: -1.1; VHR inh abs: 25.1; TcdB inh: -3.5; PrPC TRFRET: 4.5

Some of the compounds tested; the hit share may differ from the screen's.
